# ERK AVP block: qHTS Assay for Inhibitors of the ERK Signaling Pathway using a Homogeneous Screening Assay | HEK293-V1b, vasopressin-stimulated pERK AlphaScreen | Potency, µM (doses to about 57.5 µM), for the others: top-dose activity, negative = inhibition, usual class: inhibitors | hit rate 0.99% among 72,000; also: potency is read from the fitted curve at half-maximal effect; % is scaled to controls: 0 for no effect and ±100 for the full control effect; nearly all actives have a fitted effect of over 55% in size
#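 Overnight-seeded V1b-HEK293 cells in 1% FBS got compound, then vasopressin (25 nM final, 5 min, 37C), then lysis buffer. AlphaScreen detection of phospho-ERK; activity normalized to basal and full-stimulation controls.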
# FLuc inh: qHTS Assay for Inhibitors of Firefly Luciferase; Luciferin 4-monooxygenase (Photinus pyralis), P08659; purified firefly luciferase, luminescence, 8 min; Potency, µM (titrated, usually from 57.1 µM), inactives show top-dose activity change, negative = inhibition, most hits filed as inhibitors; hit rate 2.2% among 72,000; AID 411, 2009; also: potency is read from the fitted curve at half-maximal effect; % is scaled to controls: 0 for no effect and ±100 for the full control effect; nearly all actives have a fitted effect of over 40% in size
#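 Substrate buffer containing 10 uM ATP (pH 7.2 imidazole, Mg2+, KCl, detergent, BSA) is dispensed, compound pinned in, then luciferase/luciferin detector mix added. After 8 min at ambient temperature, light output is measured.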
# HBB splicing: qHTS Assay for Modulators of Hemoglobin Beta Chain Splicing; hit rate 0.06% among 65,000; AID 925, 2007; Potency, µM (top dose mostly 46.1 µM), for inactives: top-dose activation, most hits filed as activators; HBB splicing reporter cell assay, activation; EGFP reporter with mutant IVS2-654 intron; response scale: normalised to 500 nM splice-correcting PNA; also: potency is read from the fitted curve at half-maximal effect; 0% is about no effect
#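 HeLa cells stably expressing EGFP interrupted by mutant beta-globin intron 2 (IVS2-654), 500/well in 2% FCS. Treated with compound for 2 days at 37C. Splicing correction scored as total well GFP intensity (488 nm excitation, 500-520 nm emission); 500 nM antisense PNA served as control.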
# TexasRed autofl: qHTS Assay for Spectroscopic Profiling in Texas Red Spectral Region. Compound fluorescence, Texas Red channel, 547/618 nm; hits give high values. max dye-equivalent concentration, M. hit rate 0.06% among 59,000; in the data active = max dye-equivalent concentration above about 10 nM; inconclusive = between about 1.1 nM and that limit
#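 qHTS profiling of intrinsic compound fluorescence; 100 mM Tris pH 8.0; 15 min RT; ex 547 / em 618 nm; response expressed as Texas Red dye-equivalent concentration from six-point plate standard.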
# Rhodamine fluor: qHTS Assay for Spectroscopic Profiling in Rhodamine Spectral Region | max dye-equivalent concentration, M | AID 594, 2007 | hit rate 0.05% among 59,000 | Rhodamine-region fluorescence, 547/598 nm, Tris buffer; hits give high values; in the data active = max dye-equivalent concentration above about 11 nM; inconclusive = between about 1.1 nM and that limit
#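 Intensities are converted to rhodamine-equivalent concentration using a six-point rhodamine standard on each plate. Compounds sit 15 min at room temperature in 100 mM Tris buffer, pH 8.0; read uses the 547/598 nm excitation/emission pair.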
# 15-hLO inh: qHTS Assay for Inhibitors of 15-hLO (15-human lipoxygenase); AID 887, 2007; Polyunsaturated fatty acid lipoxygenase ALOX15 (Homo sapiens), P16050; Potency, µM (series often up to 57.1 µM), for inactives: at the highest dose activity change, negative = inhibition, most hits filed as inhibitors; hit rate 1.4% among 74,000; purified 15hLO-1, xylenol orange hydroperoxide absorbance; also: potency is read from the fitted curve at half-maximal effect; % is scaled to controls: 0 for no effect and ±100 for the full control effect; nearly all actives have a fitted effect of over 55% in size
#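 Inhibition is scored from a chromogenic endpoint. After 15 min enzyme-compound contact, arachidonic acid (50 uM final) reacts 6 min with 40 nM 15hLO-1 at room temperature, then Fe-XO reagent is added for 30 min and absorbance ratio recorded.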
# Hsp90 Hop PPI: qHTS Assay for Disrupters of an Hsp90 Co-Chaperone Interaction. AlphaScreen TPR2A-His6 binding biotin-Hsp90 C-terminal peptide. Potency, µM (top dose mostly 57 µM), without a hit: at the highest dose activity change, negative = inhibition. hit rate 0.44% among 71,000. Hsp90 C-terminal peptide / TPR2A (Hop) interaction, human; active = well fitted curve in either direction with a large enough effect; inconclusive = small, poorly fitted or top-dose-only effect, or another doubt; also: potency is read from the fitted curve at half-maximal effect; % is scaled to controls: 0 for no effect and ±100 for the full control effect; many of its hits are not listed in these tables
# CRE-bla Fsk: Cell signaling CRE-BLA (Fsk stim); hit rate 2.5% among 71,000; CHO CRE-bla reporter (cAMP response element driving beta-lactamase), forskolin EC10, beta-lactamase ratio; AID 662, 2007; Potency, µM (doses to about 38.2 µM), without a hit: at the top dose activity change, negative = inhibition, hits mostly activators; active = well fitted activation curve with a large enough effect in the signal ratio, with a control signal flat, not every such curve was filed as active; inconclusive = small, poorly fitted or top-dose-only effect, or effect the other way, or a change in a side signal; the % refers to the signal ratio; also: potency is read from the fitted curve at half-maximal effect; % of control where 0% means no effect
#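 Modulation of forskolin-driven signalling is measured in CHO cells carrying a CRE-controlled beta-lactamase reporter. Cells are stimulated with EC10 NKH 477 in the presence of titrated compound for 3 h at 37 °C, then loaded with CCF4 for 2 h at room temperature.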
# Pol III holo inh: qHTS Assay for Inhibitors of DNA Polymerase III Holoenzyme System. reconstituted DNA polymerase III holoenzyme replication, biochemical. Potency, µM (highest dose often 57.1 µM), without a hit: top-dose activity change, negative = inhibition. hit rate 0.25% among 71,000. AID 603, 2007; also: potency is read from the fitted curve at half-maximal effect; % is scaled to controls: 0 for no effect and ±100 for the full control effect
#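 Reconstituted *E. coli* holoenzyme (0.35 nM Pol III, 1 nM beta, 154 nM SSB, 2 nM primase) was preincubated with compound for 15 min at RT. Synthesis on 1.4 nM ssM13Gori ran 35 min, then was stopped with PicoGreen/EDTA and read as dsDNA fluorescence.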
# Tau filament bind: qHTS Assay for Tau Filament Binding | hit rate 2% among 71,000 | Microtubule-associated protein tau (Homo sapiens), P10636 | recombinant tau filaments, thioflavin S fluorescence, 15 h; filaments grown with octadecylsulfate alongside compound | Potency, µM (top dose mostly 57.1 µM), inactives show top-dose activity change, negative = inhibition;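 also: potency is read from the fitted curve at half-maximal effect; % is scaled to controls: 0 for no effect and ±100 for the full control effect; actives lower thioflavin S fluorescence by blocking filaments or displacing dye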
# Target sequence (P10636 whole entry, looked up): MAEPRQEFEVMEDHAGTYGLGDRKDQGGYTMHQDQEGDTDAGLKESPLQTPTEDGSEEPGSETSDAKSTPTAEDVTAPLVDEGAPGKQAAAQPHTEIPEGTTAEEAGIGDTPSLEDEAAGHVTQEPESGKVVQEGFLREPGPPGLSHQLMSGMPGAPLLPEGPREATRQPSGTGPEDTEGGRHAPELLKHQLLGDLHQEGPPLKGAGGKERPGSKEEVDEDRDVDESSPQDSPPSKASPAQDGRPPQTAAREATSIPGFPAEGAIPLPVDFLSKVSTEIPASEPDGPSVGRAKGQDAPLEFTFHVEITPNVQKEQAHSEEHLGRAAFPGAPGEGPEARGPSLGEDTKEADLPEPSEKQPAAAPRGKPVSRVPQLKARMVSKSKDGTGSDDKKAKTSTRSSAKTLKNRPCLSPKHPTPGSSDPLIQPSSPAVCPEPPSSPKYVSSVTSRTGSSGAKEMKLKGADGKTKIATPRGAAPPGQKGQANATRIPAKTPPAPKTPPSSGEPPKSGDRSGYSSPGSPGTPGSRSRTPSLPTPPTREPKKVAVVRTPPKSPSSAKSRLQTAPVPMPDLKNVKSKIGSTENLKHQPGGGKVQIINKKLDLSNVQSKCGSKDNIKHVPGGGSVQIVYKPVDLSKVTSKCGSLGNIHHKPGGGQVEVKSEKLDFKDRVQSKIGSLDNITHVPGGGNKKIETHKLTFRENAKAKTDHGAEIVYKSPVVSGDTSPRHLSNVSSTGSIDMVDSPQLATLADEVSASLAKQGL
#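 Tau 2 uM in ThS buffer dispensed; compound added; 60 uM ODS added (finals 1 uM tau, 30 uM ODS); 15 h 37 C; fluor ex450/em510.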
# HADH2 inh: qHTS Assay for Inhibitors of HADH2 (Hydroxyacyl-Coenzyme A Dehydrogenase, Type II). 3-hydroxyacyl-CoA dehydrogenase type-2 (Homo sapiens), Q99714. recombinant HADH2, NADH fluorescence, beta-hydroxybutyryl-CoA. Potency, µM (series often up to 57.1 µM), for the others: at the highest dose activity change, negative = inhibition, hits mostly inhibitors. hit rate 3.4% among 73,000. AID 886, 2007; also: potency is read from the fitted curve at half-maximal effect; % is scaled to controls: 0 for no effect and ±100 for the full control effect; nearly all actives have a fitted effect of over 60% in size; many of its hits are not listed in these tables
# Target sequence (Q99714 whole entry, looked up, one chain of several): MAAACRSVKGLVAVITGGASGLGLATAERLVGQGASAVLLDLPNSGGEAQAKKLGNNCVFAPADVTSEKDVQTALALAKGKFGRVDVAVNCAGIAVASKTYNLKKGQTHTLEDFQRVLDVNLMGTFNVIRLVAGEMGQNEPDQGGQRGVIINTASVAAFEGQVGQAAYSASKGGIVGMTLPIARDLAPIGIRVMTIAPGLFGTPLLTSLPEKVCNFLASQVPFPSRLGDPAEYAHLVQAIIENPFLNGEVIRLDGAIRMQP
#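 NADH fluorescence (ex 360/em 450 nm) read every 30 s for 4 min; activity taken as last-minus-first time point difference. Enzyme 20 nM, NAD+ 1 mM, beta-hydroxybutyryl-CoA 90 uM, pH 9.0 Tris buffer.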
# The depositor's hits bear a star; i = inactive; ? = inconclusive; / = not tested or not shown; [ ] = another dose, or the depositor's remark. Unless noted, calls follow the shape of the dose curve; as a rule, active = well fitted curve in the direction sought with a large enough effect; inconclusive = small, poorly fitted or top-dose-only effect, or another doubt; inactive = no such curve, though single readings can be large; an effect the other way counts as inactive or inconclusive.
SMILES,ERK AVP block,FLuc inh,HBB splicing,TexasRed autofl,Rhodamine fluor,15-hLO inh,Hsp90 Hop PPI,CRE-bla Fsk,Pol III holo inh,Tau filament bind,HADH2 inh
COC(=O)N1C2(C=CC1(C)C(=O)NCc1ccc(N(C)C)cc1)CCCCC2 (stereo not given),-7.5%,/,-0.7%,/,/,-12.8%,-8.2%,-4.4%,2.1%,-19.5%,-1.4%
C[N+](C)(C)CCOC(N)=O,-6.2%,7.4%[25.5 µM],-1.1%[20.6 µM],?,i,3.2%,?,-0.8%[17.1 µM],-2.3%[25.6 µM],-13.9%[25.6 µM],12.9%[25.6 µM]
c1cncc(CNc2ccnc(-c3cccnc3)n2)c1,-28.5%,0.1%[2.29 µM],-0.9%,i,i,?,-5.4%,17.5%,-8.1%,-9.0%,-28.7%
C/C(N)=C(/C#N)C(=O)CSc1nnc(Nc2c(C)cccc2C)s1,2.8%,0.0%,-0.1%[57.5 µM],i,i,-20.0%,-2.8%,-11.1%,-6.1%,8.1%,?
CCn1c(C)nc2cc(-c3nc4n(n3)Cc3ccccc3-4)ccc21,4.6%,0.0501µM*,0.1%[57.5 µM],i,i,8.8%,-7.5%,?,-12.5%,172.1%,9.7%
CSc1ccc(Cl)c(C(=O)OCC(=O)N2CC(C)OC(C)C2)c1 (stereo not given),3.5%,1.5%,-1.8%,i,i,-1.8%,-1.6%,-8.4%,-5.0%,-7.3%,1.1%
COc1cc(OC)c(C(=O)Nc2ccc(N(C)C)cc2)cc1OC,?,15.8µM*,-0.1%,?,i,-4.8%,-15.1%,26.2%,-9.8%,?,?
Cc1ccc(O)c(-c2cc(C(=O)NCc3ccncc3)[nH]n2)c1,?,-26.3%,1.0%,i,i,-15.6%,?,?,2.3%,-12.4%,14.3%
CS(=O)(=O)N(CCc1ccccc1)CC(=O)N1CCN(c2ccccc2)CC1,8.3%,-0.5%,-0.7%,?,i,-4.7%,-4.5%,-4.4%,1.0%,4.0%,1.1%
CCOC(=O)C1C(=O)CC(C)(O)C(C(=O)OCC)C1c1ccc(C)s1 (stereo not given),35.7%,1.6%,-1.4%,i,i,1.0%,?,0.3%,18.0%,-10.1%,17.6%
C[C@@](Cc1ccc(O)c(O)c1)(NN)C(=O)O,?,-17.1%,/,/,/,?,-0.3%,?,-5.9%,?,0.159µM*
O=S(=O)(Nc1nc2ccccc2nc1NCc1ccco1)c1ccccc1,-16.0%,1.3%,-0.8%,i,i,-11.1%,-7.0%,?,-1.4%,77.7%,7.1%
Cc1cc(OCC(=O)NCCN2CCOCC2)ccc1Br,?,-28.5%,?,i,i,-1.4%,6.8%,10.5%,-0.1%,100.1%,8.9%
CCOC(=O)c1c(NC(=O)c2ccc(Br)o2)sc(C)c1CC,43.1%[activator],-0.4%,-1.5%[9.22 µM],/,/,-15.8%,?,?,-5.9%,51.7%,31.6µM*
O=C(NCCCN1CCOCC1)c1c(F)cccc1F,-3.5%,2.4%,-0.2%,i,i,2.0%,2.6%,-6.6%,-2.2%,8.5%,1.1%
CCCCOC(=O)CSc1nnc(-c2cc(OC)c(OC)c(OC)c2)o1,-25.1%,1.6%,0.0%[57.5 µM],i,i,2.5%,2.5%,?,-4.1%,-5.6%,-5.3%
O=C(CCC(=O)OCC(F)(F)C(F)F)NCc1ccccc1,11.0%,2.0%,-1.3%[9.22 µM],/,/,7.8%,1.7%,-0.1%,-3.7%,-0.1%,0.3%
CC(=O)c1sc(NC(=O)C=C(C)C)nc1C,-10.8%,-4.6%,-1.8%,i,i,1.6%,-3.1%,7.5%,-4.1%,-3.3%,-6.1%
Cc1nc2c(ccc3nc(NC(=O)c4ccc(S(=O)(=O)N(C)C)cc4)sc32)s1,?,?,-1.6%,i,i,9.0%,-1.2%,6.0%,-2.4%,39.2%,70.6%[activator]
CC1CCN(c2nncc3ccccc23)CC1,-2.7%,-0.6%,-0.1%[57.5 µM],?,i,2.6%,-1.1%,3.3%,-4.8%,-10.0%,-7.1%
CCOC(=O)NC(Nc1nnc(SCC)s1)(C(F)(F)F)C(F)(F)F,-11.3%,-0.6%,-2.5%[0.0738 µM],/,/,4.1%[11.4 µM],-2.4%[11 µM],?,-3.8%[11.4 µM],-4.5%[11.4 µM],3.1%[11.4 µM]
O=c1c(-c2cccs2)nc2cncnc2n1Cc1ccc(F)cc1,9.8%,-1.6%[11.4 µM],-0.2%,i,i,5.9%,-1.7%,?,-7.8%,25.1%,7.1%
COc1ccc(NC2CCN(C3CC(=O)N(c4ccc(F)c(Cl)c4)C3=O)CC2)cc1 (stereo not given),3.1%,0.4%,-2.7%,i,i,-14.2%,-25.3%,-21.9%,-4.6%,-21.9%,-8.2%
COc1cc(C2C(=O)N(C3CCCC3)CC(=O)N2Cc2ccco2)ccc1OC(C)C (stereo not given),-13.4%,2.1%,0.2%,i,i,8.5%,-1.0%,7.1%,-8.2%,4.7%,-0.8%
COCC(C)NC(=O)c1cc(-c2cccc(OC)c2)on1 (stereo not given),19.5%,-13.9%,-2.2%,i,i,2.1%,1.4%,20.2%,0.7%,-11.2%,1.3%
O=C(CCCc1nc2ccccc2s1)N1CCN(S(=O)(=O)c2cccs2)CC1,2.8%,-1.8%,-0.3%[57.5 µM],?,i,-10.3%,-2.0%,?,-3.1%,11.0%,?
COc1ccc(NC(=O)C2C(=O)NC3(C)CC2c2ccccc2O3)cc1 (stereo not given),-8.1%,-1.0%,-1.8%,i,i,4.5%,-10.2%,?,-1.6%,-8.2%,-0.4%
CCOC(=O)c1ccc(NC(=O)CSc2n[nH]c(-c3ccncc3)n2)cc1,-0.3%,-12.0%,0.8%,?,i,-12.7%,-6.6%,19.6%,1.1%,4.1%,-5.5%
CCN(CC)S(=O)(=O)c1cc(C(=O)Oc2ccccc2OC)ccc1OC,-2.0%,2.6%,-1.7%,/,/,-4.8%,2.9%,2.0%,0.2%,10.0%,-5.4%
CCCS(=O)(=O)n1nc(-c2ccc(OC)cc2OC)cc1N,-18.7%,-15.9%,-0.8%,/,/,11.5%,-3.9%,26.0%,-1.8%,7.8%,-3.7%
Cn1c2ccccc2c2c(C(=O)N3CCN(c4ccccn4)CC3)cn(C3CCCC3)c(=O)c21,-11.7%,-1.7%,-0.3%,i,i,-15.8%,-12.2%,?,2.7%,15.0%,-27.6%
CCOC(=O)c1ccc(NC(=O)C(C)NS(=O)(=O)c2ccc(OC)cc2)cc1 (stereo not given),-7.9%,3.5%,-0.6%,i,i,1.2%,-0.8%,-6.9%,-7.3%,6.3%,?
COc1cccc(-c2nc(CS(=O)(=O)CC(=O)NCc3ccc(Cl)cc3)c(C)o2)c1,0.3%,3.7%,-0.3%,/,/,-2.1%,-2.9%,-3.0%,-3.8%,460.9%,1.4%
CCC(C)C(=O)Nc1nnc(-c2cccs2)s1 (stereo not given),-19.5%,1.4%,/,i,i,-9.5%,1.7%,3.5%,-3.3%,5.1%,25.1µM*
N#CCCn1ccc(NC(=O)c2ccc(Cl)cc2)n1,?,-7.4%,-2.7%,?,i,-2.1%,-1.6%,-10.3%,-5.1%,-2.1%,4.2%
Cc1sc2nc(SCC(=O)N3CCCC3)[nH]c(=O)c2c1C,/,2.5%,-0.6%,/,/,-5.6%,-0.5%,?,-6.0%,26.4%,-9.5%

# High-throughput results as filed in PubChem BioAssay.

# The list is partial; rates above refer to the full screens.
